Screens deposited in PubChem by several laboratories.
MEKK3 PB1 HTS – raises or lowers MEK5 binding to the human MEKK3 PB1 domain | Q99759 | bead-based flow cytometry, Alexa488-MEK5 binding to MEKK3; actives lie on both sides; 0 = blocked by unlabeled MEK5, 100 = vehicle | binding response (% of control), % at 10 µM | 290,000 tested, 1.4% active;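 active = binding response more than 3 SD above or below the average of its plate-row segment, actives on both sides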;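 also: Alexa488 bead fluorescence after subtracting the streptavidin-only scavenger bead signal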
Target sequence (Q99759 whole entry, looked up, the tested form may be a part): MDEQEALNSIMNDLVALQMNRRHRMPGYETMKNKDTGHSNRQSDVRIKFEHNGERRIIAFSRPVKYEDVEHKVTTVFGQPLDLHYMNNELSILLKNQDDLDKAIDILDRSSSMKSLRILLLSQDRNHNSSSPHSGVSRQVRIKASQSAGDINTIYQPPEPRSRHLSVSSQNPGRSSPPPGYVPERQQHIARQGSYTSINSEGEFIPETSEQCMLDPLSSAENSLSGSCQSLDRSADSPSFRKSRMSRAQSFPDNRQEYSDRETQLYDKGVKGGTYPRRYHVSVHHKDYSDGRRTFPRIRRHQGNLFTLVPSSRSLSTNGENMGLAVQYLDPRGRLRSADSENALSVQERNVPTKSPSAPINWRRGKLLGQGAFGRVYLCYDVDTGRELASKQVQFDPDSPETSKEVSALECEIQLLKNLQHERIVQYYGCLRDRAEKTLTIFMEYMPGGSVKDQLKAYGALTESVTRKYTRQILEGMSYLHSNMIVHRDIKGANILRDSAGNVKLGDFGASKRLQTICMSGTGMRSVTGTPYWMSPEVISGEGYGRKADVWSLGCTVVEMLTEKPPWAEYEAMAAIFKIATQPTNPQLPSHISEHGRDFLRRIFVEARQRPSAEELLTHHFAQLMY
NS3 helicase inh – HCV NS3 helicase inhibition. NS3 helicase DNA unwinding, Cy5 molecular beacon fluorescence. inhibition, % at 10.9 µM. 290,000 tested, 0.56% active. AID 1800;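 active = inhibition above the mean of all tested compounds plus 3 SD, set per campaign, cut at about 35% in these data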;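 also: 0% = DMSO wells and 100% = thioflavine S control wells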
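Compound dosing – single dose, 10.9 µM nominal final, DMSO 0.8% final · System – NS3 helicase fragment of HCV · Buffer or medium – MOPS pH 6.5, MgCl2, DTT, Tween20, BSA · Signal – Cy5 beacon fluorescence read at start and 1 h · Also added – annealed dual-labelled DNA beacon duplex, ATP-started · Schedule – 1 h at 25 °C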
IDE act – IDE (human) activation, cell-based; P14735; HEK cells, FAbeta-B cleavage, fluorescence polarization; 0% vehicle, 100% cell-free pure enzyme wells; activation, % at 5.96 µM; 340,000 tested, 0.073% active;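 active = activation above the mean of all tested compounds plus 3 SD, set per screening campaign, cut at about 17% in these data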
p-CIP stab down – compounds decreasing mouse p/CIP protein stability; Q05BA5; F442A p/CIP-EGFP cells, EGFP fluorescence, 16 h; decrease of EGFP signal, % at 10 µM; AID 1984; 290,000 tested, 0.01% active;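 active = EGFP signal decrease of at least 30% at 10 µM or well 3 SD below plate mean, unless failing retest; inactive = the rest, including hits failing retest or dose response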; also: some compounds called inactive have numbers as strong as hits; many of its hits are not listed in these tables
VIM-2 inhibitor – blocks Pseudomonas aeruginosa VIM-2 metallo-beta-lactamase; purified VIM-2, nitrocefin hydrolysis, epi-absorbance fluorescence; inhibition, % at 5.6 µM; 290,000 tested, 0.89% active;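 active = inhibition above the mean of all tested compounds plus 3 SD, cutoff set per screening run, cut at about 7.5% in these data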;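 also: red hydrolysis product quenches plate fluorescence so inhibitors raise well fluorescence; 0% = enzyme with DMSO and 100% = DMSO without enzyme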
IMP-1 inh – blocks Pseudomonas aeruginosa IMP-1 metallo-beta-lactamase. purified IMP-1, nitrocefin hydrolysis, epi-absorbance fluorescence. inhibition, % at 5.6 µM. 290,000 tested, 0.45% active. AID 1556;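 active = inhibition above the mean plus 3 SD of all compounds in the same screening run, cut at about 4.5% in these data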;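 also: 0% = IMP-1 with DMSO and 100% = DMSO wells lacking enzyme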
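assay system = purified recombinant IMP-1 metallo-beta-lactamase enzyme | schedule = 15 min preincubation plus 25 min reaction at 25 °C | signal = Epi-absorbance fluorescence, 480 nm excitation, 530 nm emission | read-out basis = percent inhibition from optical density relative to buffer-blank wells | controls = IMP-1 with DMSO as 0%, enzyme-free DMSO as 100%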
PHOSPHO1 inh – PHOSPHO1 (human) inhibition; recombinant PHOSPHO1, absorbance phosphatase assay; inhibition, % at 13.3 µM; 290,000 tested, 1.1% active; AID 1565; in the data active = inhibition above about 60%
Target sequence (Q8TCT1 whole entry, looked up): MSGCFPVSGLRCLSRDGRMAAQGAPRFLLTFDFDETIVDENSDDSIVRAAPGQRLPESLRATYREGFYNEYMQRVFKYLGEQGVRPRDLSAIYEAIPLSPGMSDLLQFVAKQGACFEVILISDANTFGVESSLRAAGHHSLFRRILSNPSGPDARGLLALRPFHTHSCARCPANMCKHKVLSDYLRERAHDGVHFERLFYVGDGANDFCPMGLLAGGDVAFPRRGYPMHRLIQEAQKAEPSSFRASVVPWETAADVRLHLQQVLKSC
DNA FID counter – counter-screen for HCV NS3 helicase inhibitors: DNA intercalator displacement. DNA fluorescent intercalator displacement, fluorescence. AID 1845. inhibition, % at 7.9 µM. 290,000 tested, 0.17% active; in the data active = inhibition above about 37%;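 also: 0% = vehicle and 100% = reference compound; higher means more ethidium bromide displaced from hairpin DNA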
UBC9 SUMO inh – inhibitors of human SUMOylation (UBC9). P63279. 290,000 tested, 0.36% active. AID 2006. HTRF SUMOylation assay, SAE1/SAE2 + UBC9, in vitro. inhibition, % at 35 µM; in the data active = inhibition above about 50%, passing the limit was not always enough; also: strong numbers were not always called active
Target sequence (P63279 whole entry, looked up): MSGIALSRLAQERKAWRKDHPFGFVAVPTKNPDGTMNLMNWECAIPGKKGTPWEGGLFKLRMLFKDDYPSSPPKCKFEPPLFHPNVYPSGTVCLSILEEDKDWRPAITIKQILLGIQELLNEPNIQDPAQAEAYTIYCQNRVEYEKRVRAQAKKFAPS
* = called active by the depositor; x = no result given; [ ] = another dose, or the depositor's remark.

SMILES | MEKK3 PB1 HTS | NS3 helicase inh | IDE act | p-CIP stab down | VIM-2 inhibitor | IMP-1 inh | PHOSPHO1 inh | DNA FID counter | UBC9 SUMO inh
O=c1[nH]c(SCc2nc3c(cnn3-c3ccccc3)c(=O)[nH]2)nc2ccccc12 | 105.0 | -1.0 | 3.3 | -7.1 | -1.2 | -3.7 | 34.3 | -1.4 | 12.1
CC(=O)N1CC(C)Sc2ccc(S(=O)(=O)NCCc3cccc(C)c3)cc21 (stereo unspecified) | 103.0 | -7.4 | 4.3 | -14.1 | -1.1 | -2.4 | 26.3 | -35.0 | 5.5
CCOC(=O)c1nc2cc3n(c(CC(C)C)c-2c1C)CC(C)=C3C | 96.0 | -15.5 | 7.9 | -14.0 | 1.3 | -4.0 | 21.9 | 3.2 | 13.6
Cc1ccc(OCc2nnc(NC(=O)Cc3cccs3)s2)cc1 | 101.0 | -7.1 | x | 7.3 | -4.1 | -5.0 | 0.2 | 5.3 | 11.0
O=C(CN1CCN(S(=O)(=O)N2CCCCCC2)CC1)Nc1ccc(Br)cc1 | 98.0 | -7.8 | -0.9 | -10.5 | -0.6 | 0.2 | -21.1 | -37.6 | 1.0
O=C(Nc1ccc(N2CCCC2)c(Cl)c1)c1cccc(-c2cc3ccccc3oc2=O)c1 | 105.0 | -4.5 | 0.3 | 1.6 | -3.0 | -1.7 | -18.9 | 0.0 | -6.5
O=C(CN1C(=O)COc2ccc(Cl)cc21)Nc1ccc(N2CCOCC2)cc1 | 104.0 | -4.4 | -2.7 | -20.8 | -2.7 | -0.8 | 14.7 | -22.0 | 2.7
COc1cc2c(cc1OC)C(c1cc3cc4c(cc3[nH]c1=O)OCO4)N(C(=O)C1CC1)CC2 (stereo unspecified) | 100.0 | -1.5 | 4.1 | 6.8 | -0.9 | -0.3 | -15.2 | -24.9 | 2.2
CCOc1ccc(N(C(=O)c2ccc(S(=O)(=O)N3CCCC3)cc2)C2C=CS(=O)(=O)C2)cc1 (stereo unspecified) | 100.0 | -1.7 | 2.4 | -3.5 | 0.3 | -0.8 | 32.7 | -38.8 | 24.8
COc1ccc2nc(-c3ccc(Cl)cc3)cc(C(=O)O)c2c1 | 109.0 | 0.2 | 3.1 | -8.5 | -1.1 | 0.1 | 28.8 | -17.4 | 27.3
Cc1[nH]c2ccccc2c1C(=O)CN1CC(C)OC(C)C1 (stereo unspecified) | 107.0 | -1.0 | x | 5.6 | 0.2 | -2.5 | -3.6 | -2.7 | 9.0
COc1ccc(N2CCN(C(=O)NC3CCCCC3)CC2)cc1 | 77.0*[inhibitor] | 1.1 | 5.5 | -0.8 | -5.7 | -3.9 | -4.4 | -15.1 | 14.8
COc1ccc2nc(N/C(=N/S(=O)(=O)c3cccs3)c3ccccc3Cl)sc2c1 | 111.0 | 15.1 | 5.1 | -0.6 | -5.4 | -0.6 | 24.4 | -8.7 | 17.5
CN(C)CCN(Cc1ccco1)S(=O)(=O)c1csc(C(N)=O)c1 | 103.0 | 14.6 | 6.2 | 7.4 | 0.3 | -3.7 | 10.6 | -0.9 | -9.4
Cc1ccc(NC(=O)Nc2ccc3c(c2)OCO3)c(Br)c1 | 98.0 | 25.9 | -3.3 | -16.0 | -2.9 | -2.2 | 22.6 | -7.5 | 13.5

8 entries already listed, arranged by molecular weight, largest number first:
SMILES | MEKK3 PB1 HTS | NS3 helicase inh | IDE act | p-CIP stab down | VIM-2 inhibitor | IMP-1 inh | PHOSPHO1 inh | DNA FID counter | UBC9 SUMO inh
CCOc1ccc(N(C(=O)c2ccc(S(=O)(=O)N3CCCC3)cc2)C2C=CS(=O)(=O)C2)cc1 (stereo unspecified) | 100.0 | -1.7 | 2.4 | -3.5 | 0.3 | -0.8 | 32.7 | -38.8 | 24.8
COc1ccc2nc(N/C(=N/S(=O)(=O)c3cccs3)c3ccccc3Cl)sc2c1 | 111.0 | 15.1 | 5.1 | -0.6 | -5.4 | -0.6 | 24.4 | -8.7 | 17.5
O=C(CN1CCN(S(=O)(=O)N2CCCCCC2)CC1)Nc1ccc(Br)cc1 | 98.0 | -7.8 | -0.9 | -10.5 | -0.6 | 0.2 | -21.1 | -37.6 | 1.0
COc1cc2c(cc1OC)C(c1cc3cc4c(cc3[nH]c1=O)OCO4)N(C(=O)C1CC1)CC2 (stereo unspecified) | 100.0 | -1.5 | 4.1 | 6.8 | -0.9 | -0.3 | -15.2 | -24.9 | 2.2
CC(=O)N1CC(C)Sc2ccc(S(=O)(=O)NCCc3cccc(C)c3)cc21 (stereo unspecified) | 103.0 | -7.4 | 4.3 | -14.1 | -1.1 | -2.4 | 26.3 | -35.0 | 5.5
O=C(CN1C(=O)COc2ccc(Cl)cc21)Nc1ccc(N2CCOCC2)cc1 | 104.0 | -4.4 | -2.7 | -20.8 | -2.7 | -0.8 | 14.7 | -22.0 | 2.7
CN(C)CCN(Cc1ccco1)S(=O)(=O)c1csc(C(N)=O)c1 | 103.0 | 14.6 | 6.2 | 7.4 | 0.3 | -3.7 | 10.6 | -0.9 | -9.4
COc1ccc(N2CCN(C(=O)NC3CCCCC3)CC2)cc1 | 77.0*[inhibitor] | 1.1 | 5.5 | -0.8 | -5.7 | -3.9 | -4.4 | -15.1 | 14.8

Further entries follow.
SMILES | MEKK3 PB1 HTS | NS3 helicase inh | IDE act | p-CIP stab down | VIM-2 inhibitor | IMP-1 inh | PHOSPHO1 inh | DNA FID counter | UBC9 SUMO inh
O=c1c2ccccc2ncn1Cc1ccc(Cl)cc1 | 105.0 | -5.1 | 6.5 | 9.6 | 0.0 | -0.1 | 4.5 | -14.1 | 0.0
COc1cc(S(=O)(=O)n2nnc3ccccc32)c(OC)cc1Cl | 104.0 | -1.5 | 1.9 | -7.3 | -1.0 | -3.5 | 8.2 | 0.6 | 16.4
CC(C)Oc1ccc(CNC(=O)c2ccc3nc(N4CCOCC4)sc3c2)cc1 | 98.0 | -5.3 | -3.7 | -13.7 | -2.7 | -4.2 | 35.7 | -41.9 | 2.6
O=C(/C=C/Nc1ccccc1)C(F)(F)F | 97.0 | -4.8 | 7.8 | 2.9 | -4.3 | -3.5 | -32.9 | 3.4 | 0.2
C#CCOCCOCCOCCNc1nc(N2CCN(C(=O)[C@H]([C@@H](C)CC)n3cc([C@@H](N)CO)nn3)CC2)nc(N2CCN(C(=O)[C@H](Cc3cc4ccccc4[nH]3)n3cc([C@@H](N)Cc4ccc(O)cc4)nn3)CC2)n1 | 100.0 | x | x | 1.9 | x | x | 13.3 | x | -8.7
Cc1ccc(-c2nnc3sc(-c4ccncc4)nn23)cc1 | 98.0 | 3.2 | -0.8 | 7.9 | 3.2 | 0.9 | -21.8 | -11.9 | 2.7
CCOC(=O)C1=C(c2ccccc2)NC(=O)NC1c1ccc(OC)c(OC)c1 (stereo unspecified) | 105.0 | 7.8 | 0.9 | -28.2 | -3.6 | -4.1 | 37.3 | -13.3 | 2.9
CSCCC(NS(=O)(=O)/C=C/c1ccccc1)C(=O)NCCc1ccc(S(N)(=O)=O)cc1 (stereo unspecified) | 102.0 | -1.3 | 4.7 | -14.1 | -2.8 | -3.5 | 28.8 | -23.2 | 5.2
Cc1cc(C(C)(C)C)oc1C(=O)Nc1ccc(CC(=O)O)cc1 | 88.0 | 1.6 | 1.1 | 7.0 | -0.5 | -1.4 | -22.1 | -28.3 | 6.1
CCC1(C)Cc2c(sc3nc(SC)n(Cc4ccccc4)c(=O)c23)CO1 (stereo unspecified) | 103.0 | 1.4 | 4.6 | 10.0 | -2.9 | -2.4 | 4.6 | -3.4 | -32.9
C=CCSc1nccc(=O)[nH]1 | 96.0 | 0.2 | -8.5 | 7.3 | -1.4 | -3.2 | 0.8 | 1.6 | -18.8
O=C(O)C1CCCCC1C(=O)Nc1cc(Cl)ccc1Cl (stereo unspecified) | 110.0 | -5.3 | x | -3.3 | 1.3 | -1.3 | 52.4 | -4.1 | 18.7
CC(C)c1ccc(OCC(=O)NN2C(=O)c3ccccc3C2=O)c(Br)c1 | 106.0 | -5.7 | 5.4 | -7.1 | -0.9 | -2.2 | 14.9 | -14.9 | 1.4
O=C(COc1cc2oc(=O)c3c(c2cc1Cl)CCC3)NCc1ccccn1 | 104.0 | 24.7 | 4.7 | -0.1 | 10.4* | 2.1 | 22.2 | -7.2 | 22.4
O=C(NCc1nc2ccccc2[nH]1)C1=C[C@H](c2ccccc2)C[C@H](OCCCCO)O1 | 95.0 | x | 1.4 | -11.0 | x | x | 13.3 | x | 9.0
O=C(CCCn1cc([N+](=O)[O-])cn1)Nc1cccnc1 | 97.0 | -1.3 | 2.7 | 1.5 | -0.1 | -2.0 | 0.1 | -2.3 | -8.7
Cc1ccc(SC(=O)COc2ccccc2C)cc1 | 119.0 | 0.5 | -4.1 | -15.2 | -6.0 | -4.1 | 13.0 | 1.9 | -10.3
Cc1cc(C(F)(F)F)nc2c(Cl)c(C(C)(C)C)nn12 | 80.0 | 7.5 | x | -2.0 | 1.8 | 0.1 | 33.4 | 0.7 | 21.4
Cc1csc(NC(=O)[C@@H]2CCCN2C(=O)c2cccs2)n1 | 96.0 | 1.9 | 3.0 | -3.2 | -2.1 | -1.4 | 24.5 | -9.4 | 3.3
CCCCOc1ccc(CN2CCSCC2)cc1 | 103.0 | -4.9 | 4.5 | 1.9 | -0.6 | 0.2 | 24.7 | 2.9 | -9.0
Cc1nn(C)c(C)c1NS(=O)(=O)c1ccc(N2CCCC2=O)cc1 | 101.0 | 2.3 | -1.5 | -5.6 | 0.6 | -1.4 | 28.8 | -1.5 | 15.4
COc1ccc(N(CC(=O)NCCSCc2c(F)cccc2Cl)S(C)(=O)=O)cc1OC | 97.0 | -0.6 | 0.5 | 13.3 | -0.3 | -3.9 | 2.6 | -2.5 | -16.9
O=C(CC(c1ccco1)C1CCCCC1=O)c1ccco1 (stereo unspecified) | 97.0 | 4.5 | 4.3 | -12.5 | -1.7 | 0.1 | -7.7 | -11.0 | 13.2
COc1cccc(/C=N/NC(=O)CO/N=C(\C)c2cccs2)c1OC | 92.0 | -9.9 | -1.3 | -0.2 | -2.2 | -2.8 | 30.5 | -32.1 | 7.1
O=C(Nc1ncc(Cc2cccc(C(F)(F)F)c2)s1)c1ccc(-c2cccc([N+](=O)[O-])c2)o1 | 99.0 | 6.5 | 0.8 | -8.1 | -2.9 | -2.5 | -16.4 | -4.7 | 6.3
O=C1CC(CSc2ccc(Cl)cc2)=NN1 | 91.0 | 11.5 | x | -6.9 | -2.9 | -4.2 | -101.9 | -16.1 | -14.9
CN(C)CCN1C(=O)C(=O)/C(=C(/O)c2ccc3c(c2)OCCO3)C1c1ccccn1 (stereo unspecified) | 102.0 | -13.1 | -4.9 | 8.5 | -4.3 | -2.9 | 7.6 | 0.2 | 14.6
CCOc1ccccc1N(C(=O)c1snc(C(N)=O)c1N)C(C(=O)NC1CCCC1)c1ccco1 (stereo unspecified) | x | -12.6 | -3.6 | -0.1 | -3.3 | -3.3 | 11.0 | -32.5 | -36.3
Cc1ccccc1NC(=O)c1ccc2c(c1)C(=O)N(CC(C)C)C2=O | 99.0 | -1.4 | 0.9 | -6.0 | -0.8 | 1.8 | 8.5 | -22.4 | 12.4

Some of the compounds tested. The share of hits here may be higher or lower than overall.
